# GlmU inhibition = inhibition of mycobacterial GlmU enzyme – biochemical, glucosamine-1-phosphate acetyltransferase (AID 1376) | one-dose inhibition, %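 (tested at 30 µM in the primary screen)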; IC50 in µM for titrated hits | 220,000 tested, 0.25% active | Bifunctional protein GlmU (Mycobacterium tuberculosis (strain ATCC 25618 / H37Rv)) | M. tuberculosis GlmU acetyltransferase enzyme assay; higher % means a stronger effect; in the data active = inhibition above about 13%; inconclusive = no clear call, values can overlap the other calls;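 note: 0% = complete reaction with vehicle and 100% = reaction without substrate; strong numbers were not always called active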
# Mtb RmlCD inh = M. tuberculosis RmlC/RmlD coupled enzyme inhibitors, primary screen, biochemical, compound mixtures, 384-well, from 1536-well plates; RmlC+RmlD coupled enzyme assay, percent inhibition; primary screen in compound mixtures; inhibition, % at 3.6 µM; 160,000 tested, 0.03% active; AID 1533, 2009; in the data active = inhibition mostly above about 34%, no sharp cut-off; inconclusive = no clear call, values can overlap the other calls; inactive = mostly below about 22%; note: some results filed as inactive read as strong as hits
# Target sequence (P9WH09 whole entry, looked up): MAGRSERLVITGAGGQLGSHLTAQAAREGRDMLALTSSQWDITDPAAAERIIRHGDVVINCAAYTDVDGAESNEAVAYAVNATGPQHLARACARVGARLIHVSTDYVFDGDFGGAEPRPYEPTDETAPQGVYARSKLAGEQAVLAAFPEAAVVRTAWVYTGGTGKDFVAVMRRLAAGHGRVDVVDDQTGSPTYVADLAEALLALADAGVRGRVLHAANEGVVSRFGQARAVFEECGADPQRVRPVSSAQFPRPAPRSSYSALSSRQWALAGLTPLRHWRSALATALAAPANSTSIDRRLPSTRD
# Target sequence (P9WH11 whole entry, looked up): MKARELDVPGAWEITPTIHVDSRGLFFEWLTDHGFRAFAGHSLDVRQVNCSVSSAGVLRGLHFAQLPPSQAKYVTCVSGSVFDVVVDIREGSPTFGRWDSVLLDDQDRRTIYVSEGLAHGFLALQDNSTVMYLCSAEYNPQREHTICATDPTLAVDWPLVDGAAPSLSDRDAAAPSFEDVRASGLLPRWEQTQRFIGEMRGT
# * hit, by the source's call; u = inconclusive; x = not tested or not shown; & = joins results of further samples. Not all compounds are listed; the hit share may differ from the screen's.
Structure | GlmU inhibition | Mtb RmlCD inh
CC(C)C(C(=O)OCC(=O)c1ccccc1)N1C(=O)C2C3C=CC(C3)C2C1=O (stereo unspecified) | 1.8% | 4.1
COc1ccc(O)c(CN2CCN(C/C=C/c3ccccc3)CC2)c1 | -1.5% | x
CCOc1ccc(-n2c(-c3ccoc3)nc3ccccc3c2=O)cc1 | 6.0% | 10.0
COc1cccc(-c2nn(-c3ccccc3)cc2CN(C)Cc2ccon2)c1 | 6.8% | 5.8
COC(=O)C1CCN(C(=O)NC(C)(C)C)CC1 | 3.1% | x
N#CC(C(=O)NCCc1ccccc1)c1nc2ccccc2nc1N1CCCCC1 (stereo unspecified) | -0.3% | u
CNCC(O)Cn1c2c(c3ccccc31)CCCC2 (stereo unspecified) | -5.0% | -0.3
O=C1OCC2=C1C(c1ccc(F)cc1)CC(=O)N2c1ccc(F)cc1 (stereo unspecified) | -0.7% | 6.6
Cc1c(O)ccc(NS(=O)(=O)c2ccccc2)c1C | -1.2% | 60.4
COc1ccc2c(c1OC)C(=O)N(c1cccc(C)c1)C2=O | 3.1% | 6.0
CC(=O)Oc1cccc(N2C(=O)C3C(C2=O)C2C=CC3C23CC3)c1 (stereo unspecified) | 8.8% | -10.2
CCCCc1ccc(-c2csc(/C(C#N)=C\c3ccco3)n2)cc1 | -0.7% | x
CC(=O)Nc1c(C(=O)O)[nH]c2ccccc12 | -3.2% | u
COc1ccc(-n2c(SCC(=O)Nc3nccs3)nnc2-c2ccoc2C)cc1 | -7.3% | x
Oc1c(C(Nc2nc3ccccc3s2)c2ccco2)ccc2cccnc12 (stereo unspecified) | 0.9% | x
CCOC(=O)c1ccc(NC(=O)CSc2nnc(COc3ccccc3OC)n2CC)cc1 | -4.1% | 33.9
Cc1cc2nc(C3CCCN(C(=S)Nc4ccccc4)C3)[nH]c2cc1C (stereo unspecified) | -5.2% | x
O=S(=O)(Nc1nc2ccccc2nc1Nc1ccc2c(c1)OCO2)c1ccc(F)cc1 | 3.9% | 56.4
Fc1ccc(C2CCCN2Cc2nc(Cc3ccccc3)no2)cc1 (stereo unspecified) | 6.6% | -8.5
N#Cc1c(NC(=O)c2cnccn2)sc2c1CCCC2 | 2.5% | x

# Additional compounds:
Structure | GlmU inhibition | Mtb RmlCD inh
O=C(/C=C/c1ccccc1)C1=C(O)C(=O)N(CCO)C1c1ccccc1[N+](=O)[O-] (stereo unspecified) | -2.0% | -6.8
CCCCCCC1CC(CC(=O)Nc2ccc([N+](=O)[O-])cc2)C(=O)O1 (stereo unspecified) | -3.3% | -6.0
CCCCN(CC)CCCNC(=O)CN1C(=O)CSc2ccc(S(=O)(=O)N3CCOCC3)cc21 | 1.7% | 21.6
COc1ccc(NC(=S)N2CCN(CCN3C(=O)c4cccc5cccc(c45)C3=O)CC2)cc1 | -4.6% | 5.4
COc1cccc(C=Nc2ccc3c(c2)OCCO3)c1O | x | 24.9
CCC(C)[C@H](NC(=O)NCc1cccnc1)C(=O)OC (stereo partly specified) | 2.6% | 6.0
CC/C(=N/NS(=O)(=O)c1ccc(Cl)cc1)c1ccc(O)cc1 | 2.5% | -14.4
O=C1CC(c2cc([N+](=O)[O-])ccc2Cl)c2c(ccc3ccccc23)N1 (stereo unspecified) | -2.8% | -4.4
O=[N+]([O-])c1c(NCCCO)cc(N2CCN(Cc3ccc4c(c3)OCO4)CC2)c2nonc12 | 0.3% | -10.2
O=C(CSc1nc(-c2ccccc2)nc2ccc(F)cc12)Nc1ccc(C(=O)O)cc1 | 8.6% | 0.9
COCCOC(=O)CC1=NC(=O)CS1 | 0.7% | x
O=C(Nc1ccccc1)Nc1cccc(-c2cn3cccnc3n2)c1 | -3.7% | -5.3
CC(C)CC(c1nnnn1Cc1ccco1)N1CCN(C2CCCC2)CC1 (stereo unspecified) | -1.1% | 12.8
O=C(NCc1ccc(F)cc1)c1cc2n(n1)C(C(F)(F)F)CC(C1CC1)N2 (stereo unspecified) | -0.5% | 7.3
CCCNC(=O)COc1ncnc2sccc12 | -1.5% | 95.1
COC(=O)CSc1nnc(Cc2ccccc2)n1-c1ccc(C)cc1 | 2.4% | x
COc1ccc(CN2CC34C=CC(O3)C(C(=O)O)C4C2=O)cc1 (stereo unspecified) | 0.1% | -8.0
CCN(CC(=O)Nc1cccc(C#N)c1)CC(=O)Nc1cccc(OC)c1 | -2.8% | -4.6
Cc1ccc(C)c(N2CCN(C(=O)c3ccccc3Br)CC2)c1 | 0.3% | 1.7
COc1cc(NC(=O)c2cc3nc(-c4ccccc4)cc(-c4ccccc4)n3n2)cc(OC)c1OC | -3.0% | x

# (further entries)
Structure | GlmU inhibition | Mtb RmlCD inh
COc1ccc(C2=NOC(C(=O)N3CCCc4ccccc43)C2)cc1 (stereo unspecified) | 2.7% | -8.2
CCOc1ccc(CCNC(=O)CCN2C(=O)COc3ccccc32)cc1OCC | -3.8% | 11.3
CC(=O)NC(c1ccccc1)c1cccnc1 (stereo unspecified) | 3.7% | -5.1
CCOC(=O)Nc1ccc2c(c1)N(C(=O)CN1CCN3CCCC3C1)c1ccccc1CC2 (stereo unspecified) | -1.6% | 6.0
COc1ccc([N+](=O)[O-])cc1-n1cnnn1 | 3.0% | -10.7
COc1ccccc1OCCNc1cc(N2CCOCC2)ccc1[N+](=O)[O-] | -0.7% | -2.8
c1ccc(Nc2ccccn2)cc1 | -4.0% | -5.5
COc1cccc(C(CC(=O)NCc2ccco2)NS(=O)(=O)c2ccc(C)cc2)c1OC (stereo unspecified) | 7.4%&1.6% | 8.9
C(/CCc1ccccc1)=N\Nc1nc2ccccc2[nH]1 | -7.0% | -9.0
COc1ccccc1-c1cc(C(F)(F)F)nc(NCc2ccco2)n1 | -1.0% | x
Cn1nc(C(F)(F)F)c2cc(NC(=O)OCc3ccc(F)cc3)sc21 | 2.2% | x
CC1=CSC2=NC(C(F)(F)F)(C(F)(F)F)NC(=O)N12 | 2.8% | 2.5
COc1cccc(C2CC(c3ccccc3OC)n3nc(N)nc3N2)c1 (stereo unspecified) | -3.0% | -5.6
CC(=O)c1cc(C#N)c(Oc2cccc(C(F)(F)F)c2)nc1C | -0.5% | x
COc1ccc(C(=O)Nc2cccc(/C=C/c3nc4ccccc4c(=O)[nH]3)c2)cc1 | 1.3% | x
COC(=O)c1[nH]c2ccccc2c1NC(=O)CN1CCC(C(N)=O)(N2CCCCC2)CC1 | -4.3% | -4.9
Cc1ccn2c(NC3CCCC3)c(-c3cccs3)nc2c1 | -2.7% | 8.6
CCn1c(Cc2c(C)[nH]c3ccccc23)nnc1SCC(N)=O | -3.1% | x
CCO[C@@H]1OC(C(=O)Nc2ccccc2)=C[C@H](C)[C@H]1CCCO | -3.8% | x
CC(C(=O)c1c[nH]c2ccccc12)N1CCSCC1 (stereo unspecified) | -1.9% | x

# Among those listed so far, these contain a Cl atom.
Structure | GlmU inhibition | Mtb RmlCD inh
CC/C(=N/NS(=O)(=O)c1ccc(Cl)cc1)c1ccc(O)cc1 | 2.5% | -14.4
O=C1CC(c2cc([N+](=O)[O-])ccc2Cl)c2c(ccc3ccccc23)N1 (stereo unspecified) | -2.8% | -4.4

# (list continues)
Structure | GlmU inhibition | Mtb RmlCD inh
CCSc1nc2cc(OC)c(OC)cc2c(=O)n1CCc1ccccc1 | 4.0% | 2.2
COc1cc(/C=N/N=C(\N)c2nonc2N)cc(OC)c1OC | 7.5% | 6.6
Cc1noc(C)c1CSc1nc2sc(C)c(C)c2c(=O)n1-c1ccccc1 | 1.5% | 4.2
CCC(C)NCCOc1ccc(Br)cc1 (stereo unspecified) | 1.6% | x
COc1ccc(C2Nc3ccccc3C(=O)N2c2ccc(F)cc2)cc1CSc1ccccn1 (stereo unspecified) | -3.5% | 4.4
CCCS(=O)(=O)c1c(S(=O)(=O)CCC)c2cnccn2c1C(=O)c1ccc(Cl)cc1 | -1.0% | 2.2
O=C(CP(=O)(c1ccccc1)c1ccccc1)N1CCCCC1 | 3.4% | x
COc1ccccc1OC1=NS(=O)(=O)c2ccccc21 | 6.2% | 4.3
Cc1cc(N2CCOCC2)nc2ccc(NC(=S)NCc3ccc4c(c3)OCO4)cc12 | 2.2% | 1.6
Clc1ccc(-c2nc3ccccc3nc2-c2ccccc2)cc1 | 6.3% | 22.7
O=C(Oc1cccc(Oc2ccccc2)c1)N1CCOCC1 | 3.0% | 9.8
O=C(NC(=S)Nc1cc(C(F)(F)F)ccc1Cl)c1ccccc1 | 0.7% | x
CCN(CC(=O)NC1CCS(=O)(=O)C1)S(=O)(=O)c1ccc(F)cc1 (stereo unspecified) | -0.9% | -6.9
Cc1cc(C)c(NC(=O)C2CCCN2CCOC(=O)c2ccccc2)c(C)c1 (stereo unspecified) | -2.0% | -2.9
CCCOc1ccc(N2C(=O)CC(N(CCc3ccccc3)C(=O)c3ccccc3)C2=O)cc1 (stereo unspecified) | 2.2% | x
COc1ccccc1N1CCN(Cc2nc3ccccc3c(=O)n2CC(C)=O)CC1 | -2.6% | 40.9
CCc1ccc(S(=O)(=O)/N=C2\C=CC(=O)c3ccccc32)cc1 | 4.9% | -7.8
COc1ccc(-n2cnnc2SCC(=O)c2ccc(S(=O)(=O)N3CCOCC3)cc2)cc1 | 5.7% | -2.9
O=C(O)Cc1sc(-c2ccccc2)nc1-c1ccccc1 | -2.7% | x
COc1cc(CNc2ncn[nH]2)ccc1OCc1cccc(C)c1 | -3.5% | x

# Pulled one by one from the list above (7):
Structure | GlmU inhibition | Mtb RmlCD inh
Cc1cc(N2CCOCC2)nc2ccc(NC(=S)NCc3ccc4c(c3)OCO4)cc12 | 2.2% | 1.6
COc1ccc(CN2CC34C=CC(O3)C(C(=O)O)C4C2=O)cc1 (stereo unspecified) | 0.1% | -8.0
CCOC(=O)c1ccc(NC(=O)CSc2nnc(COc3ccccc3OC)n2CC)cc1 | -4.1% | 33.9
COc1cc(/C=N/N=C(\N)c2nonc2N)cc(OC)c1OC | 7.5% | 6.6
CCN(CC(=O)NC1CCS(=O)(=O)C1)S(=O)(=O)c1ccc(F)cc1 (stereo unspecified) | -0.9% | -6.9
CCSc1nc2cc(OC)c(OC)cc2c(=O)n1CCc1ccccc1 | 4.0% | 2.2
O=C1CC(c2cc([N+](=O)[O-])ccc2Cl)c2c(ccc3ccccc23)N1 (stereo unspecified) | -2.8% | -4.4

# (cont.)
Structure | GlmU inhibition | Mtb RmlCD inh
O=C(NCc1ccccc1Cl)C1CCN(S(=O)(=O)N2CCCCC2)CC1 | -3.3% | 8.3
COC(=O)OCC12CCC(O1)C1(C)C(=O)OCC21 (stereo unspecified) | 6.8% | 0.0
COc1ccc(CCN2C(=O)CC(Cc3ccc(Br)cc3)C2=O)cc1OC (stereo unspecified) | 2.3% | 6.9
COc1cccc(C(=O)O/N=C(\N)c2ccc([N+](=O)[O-])cc2)c1 | -5.8% | x
Cc1cccc(C)c1N=C1SC(CC(=O)Nc2c(C)cccc2C)C(=O)N1CCc1ccccn1 (stereo unspecified) | -7.7% | 11.1
COc1ccccc1N(CC(=O)N(CC(C)C)CC(C)C)S(=O)(=O)c1cccs1 | 4.1% | 9.6
Cc1ccccc1N(C(=O)c1cccs1)c1nc2ccccc2s1 | x | 6.8
COc1cccc(CNCCc2c[nH]c3ccccc23)c1OC | -3.0% | 9.3
CCS(=O)(=O)n1nc(C(=O)N2CCOCC2)nc1N | -2.6% | x
CCN(CC)S(=O)(=O)c1cc(NC(=O)COC(=O)Cn2cnc3ccccc32)ccc1C | 4.5% | 7.7
COc1cccc(NC(=S)N(CCc2nc3cc(C)c(C)cc3[nH]2)Cc2cccnc2)c1 | 2.7% | 0.0
O=C(OCc1cnc(Cl)s1)c1cccc(Cl)c1 | -3.6% | x
CCCCOc1cccc(C(=O)NC(=S)Nc2ccc(Cl)c(C(=O)O)c2)c1 | 6.5% | 8.2
S=C(NC1CCCC1)NN1CCOCC1 | -8.5% | -11.8
CCOC(=O)Cc1csc(NC(=S)NC(=O)c2ccc([N+](=O)[O-])cc2)n1 | -10.6% | 6.0
CN1CCN(C(=O)c2ccc3nc(-c4ccccc4)c(-c4ccccc4)nc3c2)CC1 | 0.4% | -12.6
CCC/C(=N/NC(=O)c1csc(C)c1C)c1ccc(Cl)s1 | 0.7% | x
COc1cccc(-n2c(-c3ccco3)nc3nc4ccccc4nc32)c1 | 0.1% | x
c1ccc(CSc2ncnc3c2cnn3-c2ccccc2)cc1 | 5.7% | 3.8
CSC1=NCCN1S(=O)(=O)c1ccc(F)cc1 | x | 1.3

# More compounds:
Structure | GlmU inhibition | Mtb RmlCD inh
O=C(OCc1nc2ccccc2s1)c1cc2ccccc2oc1=O | 5.5% | -8.1
CC1Sc2ccc(Cl)cc2-c2nc(N)ncc21 (stereo unspecified) | -8.8% | 8.1
Cc1ccc(C(=O)N/N=C\c2c(C)nn(-c3ccccc3)c2Cl)cn1 | -3.6% | 10.2
CCOC(=O)c1ccc(N2C(=O)CC(N(C)Cc3ccccc3)C2=O)cc1 (stereo unspecified) | -2.4% | -0.1
COc1cccc(-c2cc(C(F)(F)F)nc(N3CCOCC3)n2)c1 | -4.8% | -3.8
O=C(CSc1nc2ccccc2s1)NNC(=O)Nc1ccc(Cl)c(Cl)c1 | 3.4% | 2.8
CCCCNC(=O)n1c(SC)nc2ccccc21 | 2.1% | x
CC(CC(=O)NC1CCCC1)c1ccccc1 (stereo unspecified) | -1.1% | -0.9
COC(=O)c1ccc(CNC(=O)COC(=O)CC23CC4CC(CC(Br)(C4)C2)C3)cc1 | 3.5% | 9.5
O=C1CCCC(O)=C1Sc1ccccc1C(=O)O | 6.8% | 8.2
CCCSC(=O)N(CC)CC(=O)Nc1c(CC)cccc1CC | -1.7% | x
COc1ccccc1OCCCCCNCCO | 6.4% | -10.0
